Assay outcomes deposited in PubChem by several laboratories.
ERa SRC1 inh – blocks coactivator binding to human estrogen receptor alpha | TR-FRET ER-alpha LBD / SRC-1 peptide, estradiol-bound | inhibition, % at 25.6 µM | 1.7% of 86,000 active | AID 629; in the data active = inhibition above about 50%;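 note: 0% = receptor plus peptide control and 100% = peptide only without receptor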
ERa SRC1 pot – ER-alpha (human) coactivator binding potentiation; P03372; TR-FRET ERalpha-LBD/SRC-Cy5 coactivator binding, 2 h; 100 = basal binding, no effect; coactivator binding (% of control), % at 25.6 µM; 1.3% of 86,000 active; AID 639; in the data active = activity above about 200%;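 note: binding measured in presence of low estradiol as agonist stimulus; 0% = peptide alone without receptor and 100% = receptor with peptide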
FAK blocker – blocks human focal adhesion kinase activity; Q05397; biochemical FAK kinase activity assay; inhibition, %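 (tested at 7 µM)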; 0.84% of 97,000 active; in the data active = inhibition above about 19%;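 note: 0% = DMSO and 100% = reference compound high control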
HIV Rev-RRE inh – HIV Rev-RRE protein-RNA interaction inhibition. P05866. Rev peptide-RRE RNA binding, FRET. inhibition, % at 8 µM. 0.79% of 97,000 active. AID 704;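 active = inhibition above the screen-wide mean plus 3 SD, cut at about 35% in these data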;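 note: 0% = median DMSO wells and 100% = median Neomycin B control wells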
Target sequence (P05866 whole entry, looked up): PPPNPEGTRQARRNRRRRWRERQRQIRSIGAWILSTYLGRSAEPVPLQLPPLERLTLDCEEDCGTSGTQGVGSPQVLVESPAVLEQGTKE
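Test system: Cy5-tagged RRE RNA duplex with fluorescein-tagged Rev peptide; Probe or stimulus: labelled Rev peptide; Schedule: 5 min preincubation and 15 min binding, 25 °C; Signal: FRET fluorescence readout; Evaluation: % inhibition from 671/540 nm acceptor-to-donor ratio, scaled between controls; Control set: DMSO and neomycin B.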
ERb SRC1 inh – ER-beta (human) coactivator binding inhibition | 1.3% of 86,000 active | inhibition, % at 25.6 µM | TR-FRET ER-beta LBD / SRC1-Cy5 peptide binding; receptor agonist-loaded with 1 µM estradiol | Q92731;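 active = compounds whose percent inhibition of the receptor-coactivator binding signal exceeds about 50% in the single-dose screen, limit read from the data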;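 note: 0% = receptor plus peptide wells without compound and 100% = peptide-only wells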
CD11b adhes inh – inhibitors of human CD11b/CD18 binding to fibrinogen | K562 CD11b/CD18 adhesion to fibrinogen, ATPlite luminescence; Mn2+ added to activate the integrin | AID 1497 | 0.54% of 93,000 active | inhibition, % at 10 µM;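 active = primary inhibition of 50% or more at 10 µM, then 40% or more on retest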; note: some results filed as inactive read as strong as hits
Target sequence (P05107 whole entry, looked up, other chains not shown): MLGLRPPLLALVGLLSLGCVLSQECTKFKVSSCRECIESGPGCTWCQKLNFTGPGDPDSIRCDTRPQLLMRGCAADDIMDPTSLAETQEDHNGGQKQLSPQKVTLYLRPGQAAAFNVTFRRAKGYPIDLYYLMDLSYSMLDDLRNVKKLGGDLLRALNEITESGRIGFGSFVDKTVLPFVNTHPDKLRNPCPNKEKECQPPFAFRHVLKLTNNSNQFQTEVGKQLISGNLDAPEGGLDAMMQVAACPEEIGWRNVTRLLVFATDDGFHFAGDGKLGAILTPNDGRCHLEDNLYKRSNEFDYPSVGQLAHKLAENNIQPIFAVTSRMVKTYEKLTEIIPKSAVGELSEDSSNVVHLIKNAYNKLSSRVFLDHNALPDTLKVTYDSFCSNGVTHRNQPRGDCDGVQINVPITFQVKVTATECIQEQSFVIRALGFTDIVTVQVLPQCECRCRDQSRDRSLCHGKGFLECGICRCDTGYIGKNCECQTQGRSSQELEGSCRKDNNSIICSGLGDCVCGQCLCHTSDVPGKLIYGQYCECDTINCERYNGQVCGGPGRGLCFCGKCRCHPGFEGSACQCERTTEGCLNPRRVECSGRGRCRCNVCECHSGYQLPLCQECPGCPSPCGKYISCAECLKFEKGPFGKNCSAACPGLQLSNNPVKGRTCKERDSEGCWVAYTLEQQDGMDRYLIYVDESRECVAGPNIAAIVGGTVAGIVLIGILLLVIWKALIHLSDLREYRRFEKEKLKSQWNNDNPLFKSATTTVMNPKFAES
PLK1 PBD inh – Plk1 (human) PBD binding inhibition. P53350. Plk1 PBD phosphopeptide binding, fluorescence polarization. inhibition, %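 (tested at about 20 µM)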. 0.13% of 97,000 active; in the data active = inhibition above about 34%, passing the limit was not always enough
PLK1 inh – inhibitors of human PLK1 kinase; P53350; recombinant PLK1 kinase, TR-FRET peptide phosphorylation; inhibition, % at 10 µM; 0.53% of 97,000 active; AID 619;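 active = inhibition of 50% or more in the single-concentration screen; inactive = inhibition below 50%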;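 note: 0% = DMSO max control and 100% = H-89 dihydrochloride min control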
CD11b adhes enh – increases human CD11b/CD18 adhesion to fibrinogen; P05107+P11215; K562 CD11b/CD18 adhesion to fibrinogen, ATPlite luminescence; activation, % at 10 µM; 0.07% of 93,000 active; AID 1499;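 active = 10 µM primary screen giving 50% or more activity, confirmed by 40% or more on retest at that dose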; note: strong numbers were not always called active
* marks the source's active call; other numbers are inactive results; · = no result given; [ ] = another dose, or the depositor's remark.

entry	ERa SRC1 inh	ERa SRC1 pot	FAK blocker	HIV Rev-RRE inh	ERb SRC1 inh	CD11b adhes inh	PLK1 PBD inh	PLK1 inh	CD11b adhes enh	compound
1	16	107	2	12	5[fluorescence artefact?]	4	-12	-3	3	COCCCNC(=O)Cn1nnc(-c2ccccc2NC(=O)c2ccccc2F)n1
2	·	·	1	7	·	·	17	-12	·	COc1ccc(/C=C(/C(=O)Nc2ccccc2C(=O)NC(C)C)c2ccccc2)cc1
3	-11	95	1	12	-6	-1	7	-11	0	Cc1ccccc1OCc1nc(-c2ccccc2)no1
4	-3	119	-1	0	0	·	11	-13	·	CCOC(=O)N1CCN(CCC(=O)Nc2cc(OC)cc(OC)c2)CC1
5	6[fluorescence artefact?]	120[fluorescence artefact?]	4	3	1	4	15	-1	0	COc1ccc(C2=NOC(Cn3c(Cc4ccc(Cl)cc4)nc4c3c(=O)n(C)c(=O)n4C)C2)cc1 (stereo not drawn)
6	·	·	5	5	·	0	26	-9	31	COc1ccc(CC(=O)Nc2ccc(/C(C)=N/NC(=O)c3cccc([N+](=O)[O-])c3)cc2)cc1
7	10	86	·	·	0	-10	·	·	-2	COc1cc2c(cc1NC(=O)CSCC(=O)O)oc1ccccc12
8	0[fluorescence artefact?]	128	-5	12	2	-9	-8	-5	-3	CCCCc1ccc(NC(=O)C2CCN(S(C)(=O)=O)CC2)cc1
9	-28	102	12	24	7	-14	-9	-3	0	CN1CCc2nc(SCCOc3ccccc3)c(C#N)cc2C1
10	4	178	32*	11	8	·	-13	-2	·	CC(C)(C)c1nc(SCC(=O)Nc2ccc(N3CCOCC3)cc2)c2ccccc2n1
11	·	·	4	1	·	·	7	-18	·	Cc1ccc(-c2ccc(/C=C3\C(=O)ON=C3c3ccccc3)o2)c([N+](=O)[O-])c1
12	-32	96	4	7	-28[fluorescence artefact?]	10	11	-8	-1	CC1C2CC(C(S(=O)(=O)N3CCOCC3)C2=O)C1(C)C (stereo not drawn)
13	-4	110	3	2	-4[fluorescence artefact?]	2	23	-2	1	Cc1cccc(-c2cc3nc4c(c(N5CCCC(O)C5)n3n2)CCC4)c1 (stereo not drawn)
14	-37	72	-1	-1	62*	21	-24	-4	-1	CCN(CC)C1=CC(=O)OC12CCCCC2
15	-7[fluorescence artefact?]	91	1	16	6	21	12	-5	-5	CCc1nc(OCc2ccco2)c2sc3nc4c(cc3c2n1)COC(C)(C)C4
16	-13	110	1	1	10	·	-1	-9	·	O=C(CSCc1ccccc1)Nc1ccc2c(c1)OCO2
17	·	·	1	17	·	-1	-8	-8	0	N/C(=N\OC(=O)CCC1CCCCC1)c1ccc([N+](=O)[O-])cc1
18	-2[fluorescence artefact?]	99	-1	3	-6	3	13	-6	-4	CCOc1ccc(S(=O)(=O)Nc2ccccc2C(=O)NCC2CCCO2)cc1 (stereo not drawn)
19	-20	118	·	·	-23[fluorescence artefact?]	-16	·	·	8	CCOC(=O)c1oc2ccccc2c1NC(=O)C1CCCCC1
20	-3	102[fluorescence artefact?]	1	2	0	3	8	-14	-4	Cc1ccnc(NC(=O)COC(=O)C2COc3ccccc3O2)n1 (stereo not drawn)

Six entries from above in a different format:
[12] CC1C2CC(C(S(=O)(=O)N3CCOCC3)C2=O)C1(C)C (stereo not drawn)
[13] Cc1cccc(-c2cc3nc4c(c(N5CCCC(O)C5)n3n2)CCC4)c1 (stereo not drawn)
[14] CCN(CC)C1=CC(=O)OC12CCCCC2
[15] CCc1nc(OCc2ccco2)c2sc3nc4c(cc3c2n1)COC(C)(C)C4
[16] O=C(CSCc1ccccc1)Nc1ccc2c(c1)OCO2
[17] N/C(=N\OC(=O)CCC1CCCCC1)c1ccc([N+](=O)[O-])cc1
Compound | 12 | 13 | 14 | 15 | 16 | 17
ERa SRC1 inh | -32 | -4 | -37 | -7[fluorescence artefact?] | -13 | ·
ERa SRC1 pot | 96 | 110 | 72 | 91 | 110 | ·
FAK blocker | 4 | 3 | -1 | 1 | 1 | 1
HIV Rev-RRE inh | 7 | 2 | -1 | 16 | 1 | 17
ERb SRC1 inh | -28[fluorescence artefact?] | -4[fluorescence artefact?] | 62* | 6 | 10 | ·
CD11b adhes inh | 10 | 2 | 21 | 21 | · | -1
PLK1 PBD inh | 11 | 23 | -24 | 12 | -1 | -8
PLK1 inh | -8 | -2 | -4 | -5 | -9 | -8
CD11b adhes enh | -1 | 1 | -1 | -5 | · | 0

(continued)
entry	ERa SRC1 inh	ERa SRC1 pot	FAK blocker	HIV Rev-RRE inh	ERb SRC1 inh	CD11b adhes inh	PLK1 PBD inh	PLK1 inh	CD11b adhes enh	compound
21	-2	241*	-1	0	-6	1	-11	-5	-4	CN(C)C(=O)c1ccccc1-c1ccccc1
22	-2	93	2	10	-5	-2	-22	-5	2	CCOC(=O)c1cc(-c2ccc(Cl)cc2)nc2onc(C)c12
23	·	·	4	1	·	-20	-7	-9	26	C#CCSc1nc(Cc2ccc(Cl)cc2)nc2ccccc12
24	21	44	2	5	54*	-7	-12	-3	-2	O=C(Nc1nnc(C2CCCO2)s1)c1ccc(Br)cc1 (stereo not drawn)
25	3	97	-8	3	3	21	-12	-8	0	CC1(C)Cc2c(cnn2-c2ccccc2)-c2c1c1ccccc1n2CC(O)CBr (stereo not drawn)
26	·	·	3	5	·	-13	3	-16	-3	O=c1[nH]c(N2CCOCC2)nc2c1CCCC2
27	1[fluorescence artefact?]	81	3	5	-1[fluorescence artefact?]	·	2	-3	·	CCCOc1c(OC)cccc1C1CC(=O)Nc2cc3c(cc21)OCCO3 (stereo not drawn)
28	-8	103	-1	6	3	-2	2	3	5	O=C(Nc1ccc(N2CCOCC2)c(Cl)c1)c1ccco1
29	15	69	3	9	30	8	-14	2	5	COc1cccc(-c2ccc(=O)n(CC(=O)Nc3cc4c(cc3NC(C)=O)OCCO4)n2)c1
30	2	95	-1	9	3[fluorescence artefact?]	-1	-18	-24	4	CN(CC(=O)O/N=C(\N)c1cccc([N+](=O)[O-])c1)S(=O)(=O)c1ccccc1
31	3[fluorescence artefact?]	99	-1	1	0	12	21	-1	-3	FC(F)(F)c1cnc(-n2cc[nH]c2=S)c(Cl)c1
32	·	·	-1	-3	·	12	-12	-10	53*	CC(=O)NC(=S)Nc1ccc(NC(=O)COc2ccc(Cl)cc2Cl)cc1
33	7	80	3	3	5[fluorescence artefact?]	-11	4	0	-4	CCc1ccccc1N1C(=O)C2CC(C)=C(C)CC2C1=O (stereo not drawn)
34	·	·	-1	10	·	-2	-21	-3	-2	CCOC(=O)c1cnc(SC)nc1Oc1cccc(NC(=O)c2ccc(C)cc2)c1
35	-2	98	0	9	1	2	14	-12	-4	CCN(C(=O)CSc1ncn[nH]1)C1CCCCC1
36	-2	95[fluorescence artefact?]	-12	-2	-5	18	-19	5	0	CCCc1c(CC)c(=N)c2ccccc2n1C
37	9	92	1	-6	-15	24	-1	-3	-1	CCOC(=O)CSc1nnc(Cc2ccc(OC)cc2)n1-c1ccccc1
38	-3	101	-1	-1	1	-5	-13	-8	2	COC(=O)[C@H](Cc1ccccc1)NC(=O)NCCc1ccc(S(N)(=O)=O)cc1
39	-2	109	0	1	-10	41	-6	-6	-1	CCOC(=O)c1c(NC(=O)CN2CCOCC2)sc2c1CC(C)(C)OC2
40	0	117	0	0	2[fluorescence artefact?]	-15	-30	-3	0	CC(C)n1c(SCC(=O)Nc2ccccc2N2CCCCC2)nc2c1c(=O)n(C)c(=O)n2C
41	-8[fluorescence artefact?]	110	-6	-3	7[fluorescence artefact?]	8	-19	-17	-3	COc1ccc(-n2c(C)cc(C(=O)CSc3nnc(-c4ccoc4C)n3C)c2C)cc1
42	-7	129	0	0	-9	-4	34	-14	-1	COc1ccccc1CCNC(=O)CCn1c(=O)oc2ccccc21
43	-7	102	-2	0	-8	·	-28	-3	·	Cc1cc(C(=O)OCCN2C(=O)c3ccccc3C2=O)c2ccccc2n1
44	5	99	-2	4	0	·	-24	-5	·	CC1CCCCN1Cc1nc2ccccc2c(=O)[nH]1 (stereo not drawn)
45	0	113	-2	2	0	2	8	-19	2	Cc1cc(C(=O)Nc2c(C)n(C)n(-c3ccccc3)c2=O)cs1
46	-11	97	2	141*[fluorescence artefact?]	-13	19	-11	-14	1	COc1ccc(/C=C/c2ccncc2)c2ccccc12
47	6	105	2	7	8[fluorescence artefact?]	·	1	-12	·	CCOC(=O)CSc1n[nH]c(-c2cccnc2)n1
48	2	107	7	1	0	-44	-10	-10	-1	Cc1ccc(C2=[N+]([O-])C3(CCCCC/C3=N\NC(N)=S)N(O)C2(C)C)o1 (stereo not drawn)
49	-10	101	4	-2	-2[fluorescence artefact?]	5	-16	13	-4	Cn1c(=O)c2c(-c3ccccc3)n(C3CCCCC3)cc2n(C)c1=O
50	7	84	7	6	27	-4	2	19	-2	O=C(c1cn[nH]c1)c1cc(F)ccc1O
51	-17	108	3	10	-9	1	12	-4	-3	Nc1ccc(-c2cc(N)n(-c3ccccc3)n2)cc1
52	-2	168	-4	14	5[fluorescence artefact?]	-3	5	-3	0	O=S(=O)(c1ccccc1)c1nc(Nc2ccccc2N2CCOCC2)sc1Cl
53	·	·	0	-1	·	-4	3	-2	-1	CC(C)(C)OC(=O)NNC(=S)NCc1ccc(Cl)cc1
54	21[fluorescence artefact?]	137	-3	6	14[fluorescence artefact?]	-2	-19	-14	0	COc1cc(NC(=O)CN2C(=O)c3ccccc3S2(=O)=O)c(OC)cc1Cl
55	·	·	-1	10	·	-2	-3	-1	-7	CCC1(CC)NC(=O)N(CC(=O)OCC(=O)Nc2ccc(C(F)(F)F)cc2)C1=O
56	17	100	-1	10	-2	2	-3	-6	0	CC(C)(C)NCC(O)COCc1ccc(Cl)cc1 (stereo not drawn)
57	-4	118	·	·	-4	15	·	·	-2	Fc1ccccc1Cn1nnc2c(NCc3ccccn3)ncnc21
58	·	·	-4	11	·	-6	0	-9	0	O=C(COC(=O)c1ccc(Br)o1)NCC1CCCO1 (stereo not drawn)
59	-11	92	1	4	-7	10	14	40	1	O=C(Nc1ccc2c(c1)OCO2)c1cnn2cccnc12
60	-24	86[fluorescence artefact?]	·	·	-27	-21	·	·	1	O=C(Nc1ccc(NC(=O)c2ccco2)nc1)c1ccccn1
61	5	87	-11	3	-2	·	-8	-4	·	COn1c(SC(C)C)nc2ccccc2c1=O
62	1	112	·	·	-5	3	·	·	-5	Cc1ccccc1-n1nnnc1SC1CCOC1=O (stereo not drawn)
63	·	·	-1	10	·	-3	-7	-14	-2	CN(CC(=O)O)Cc1nc2ccccc2[nH]1
